D2 antag = antagonizes the human D2 dopamine receptor; HEK293 TREx D2 cells, calcium flux, dopamine EC80; P14416; hit rate 2% among 340,000; inhibition, % at 10 µM; AID 485344; in the data active means inhibition above about 30%; further: 0% is about no effect
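Inhibition of EC80 dopamine-driven calcium flux, recorded kinetically, defines activity here; cells are a tetracycline-induced HEK293 T-REx line expressing force-coupled D2.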
D1 potentiator = enhances dopamine response at the human D1 receptor; hit rate 0.036% among 360,000; HEK293 TREx D1 cells, calcium flux, dopamine EC20 potentiation; AID 504651; potentiation, % at 10 µM; P21728; in the data active means potentiation above about 30%; further: 0% is about no effect
Target sequence (P21728 whole entry, looked up): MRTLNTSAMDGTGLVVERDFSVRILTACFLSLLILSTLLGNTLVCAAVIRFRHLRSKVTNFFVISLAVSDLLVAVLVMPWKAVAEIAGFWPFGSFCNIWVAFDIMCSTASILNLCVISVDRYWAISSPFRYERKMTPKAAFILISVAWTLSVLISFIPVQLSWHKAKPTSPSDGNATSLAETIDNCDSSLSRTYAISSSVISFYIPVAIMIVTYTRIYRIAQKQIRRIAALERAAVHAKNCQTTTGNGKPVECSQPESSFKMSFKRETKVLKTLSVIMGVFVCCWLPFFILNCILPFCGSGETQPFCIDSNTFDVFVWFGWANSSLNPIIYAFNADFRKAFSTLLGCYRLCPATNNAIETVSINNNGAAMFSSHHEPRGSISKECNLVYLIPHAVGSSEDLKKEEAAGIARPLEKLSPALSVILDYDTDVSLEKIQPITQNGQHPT
TRHR ag = activates the human TRH receptor. P34981. hit rate 0.18% among 360,000. activation, % at 2 µM. TRHR cells, calcium flux fluo-8, FDSS agonist mode; further: 0% is about no effect
Target sequence (P34981 whole entry, looked up): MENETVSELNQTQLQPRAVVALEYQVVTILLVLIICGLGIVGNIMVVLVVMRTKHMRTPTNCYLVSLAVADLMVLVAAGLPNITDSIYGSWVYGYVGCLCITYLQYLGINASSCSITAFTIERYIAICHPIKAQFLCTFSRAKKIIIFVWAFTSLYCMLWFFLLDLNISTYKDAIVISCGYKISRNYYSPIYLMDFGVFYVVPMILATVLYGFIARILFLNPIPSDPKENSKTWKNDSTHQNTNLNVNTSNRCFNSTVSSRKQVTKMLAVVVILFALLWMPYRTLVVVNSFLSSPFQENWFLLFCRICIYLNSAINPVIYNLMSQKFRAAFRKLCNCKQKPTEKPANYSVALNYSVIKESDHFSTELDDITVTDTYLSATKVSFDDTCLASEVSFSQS
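TRHR-expressing cells loaded with fluo-8 calcium dye; 23 nL library compound pin-transferred, kinetic FDSS fluorescence (Ex 480/Em 530) recorded about 180 s for agonist-induced calcium release, before a 10 nM TRH EC20 addition for potentiator mode.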
D1 agonist = agonists of human D1 dopamine receptor. HEK293 T-REx D1 cells, calcium flux, agonist mode. activation, % at 2 µM. hit rate 1% among 360,000. AID 504660; further: 0% is about no effect
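Agonism was scored from calcium flux recorded over 180 s (1 read/s) after pintool compound addition, following a 10-cycle baseline. Cells were inducible force-coupled HEK293 TREx D1, plated overnight at 30 C and loaded with no-wash calcium dye.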
D2 potentiator = positively modulates the human D2 dopamine receptor allosterically. hit rate 0.34% among 340,000. potentiation, % at 10 µM. P14416. HEK293 T-REx D2, calcium flux, EC20 dopamine potentiation. AID 485347;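 active means potentiation over 3 SD above the plate norm, cut at about 30% in these data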; further: 0% is about no effect
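Using a no-wash calcium dye in inducible, force-coupled HEK293 Trex cells expressing D2, we tracked fluorescence each second for 180 s after compound, then for 180 s after EC20 dopamine to detect augmented signalling.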
D2 agonist = activates the human D2 dopamine receptor; HEK293 T-REx D2 cells, calcium flux agonist mode; activation, % at 2 µM; hit rate 0.53% among 340,000; AID 485358;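 active means activation over 3 SD above normal in the single-dose calcium agonist read, cut at about 30% in these data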; further: 0% is about no effect
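Agonism scored from kinetic calcium signal (1 read/sec, 180 s) following compound pin transfer, after a 10 s baseline. Cells: HEK293 Trex line expressing inducible D2 receptor coupled to calcium, dye-loaded after overnight culture at 30 C.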
RXFP1 antag = RXFP1 (human) relaxin receptor antagonism. hit rate 0.59% among 350,000. Q9HBX9. HEK293-RXFP1, relaxin-stimulated cAMP HTRF, 30 min; stronger effect = lower value. activity change, negative = inhibition, % at 57.5 µM;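 active means activity change of -60% or lower, but not beyond a set lower limit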; further: on the % scale 0 is the no-effect control and ±100 the full control effect
TRHR enhancer = allosterically enhances the human TRH receptor. P34981. TRHR cells, fluo-8 calcium fluorescence, EC20 TRH enhancement. enhancement, % at 2 µM. hit rate 0.66% among 360,000; in the data active means enhancement above about 30%; further: 0% is about no effect
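TRHR-expressing cells loaded with fluo-8 calcium dye were read kinetically (ex 480/em 530) during compound addition, then stimulated with an EC20 of TRH (10 nM final). Enhancement of the Gq-mediated intracellular calcium response was scored.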
D1 antag = blocks dopamine activation of the human D1 receptor | P21728 | HEK293 TREx D1 cells, calcium flux, dopamine EC80; stronger effect = lower value | activity change, negative = inhibition, % at 10 µM | hit rate 3.2% among 360,000; in the data active means activity change below about -30%; further: on the % scale 0 is the no-effect control and ±100 the full control effect
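Tetracycline-induced HEK293 T-REx cells with force-coupled D1 receptor were loaded with a no-wash calcium dye. Compound was added after a 10 s baseline and read kinetically for 180 s; EC80 dopamine was then added and calcium flux followed another 180 s.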
Starred values were filed as active, the others as inactive; / = no result given; & = joins results of further samples. Unless noted, no stated cut-off is given here; in the data, active means activation above about 30%; inactive means the rest.

SMILES | D2 antag | D1 potentiator | TRHR ag | D1 agonist | D2 potentiator | D2 agonist | RXFP1 antag | TRHR enhancer | D1 antag
COc1ccc(NC(=O)NC(C)c2ccncc2)cc1OC (stereo not drawn) | -7.2 | -9.3 | -0.5 | 3.3 | 20.7 | -0.1 | 10.4 | -3.9 | -21.1
COc1cccc(CN2CCN(C(=O)CC(C)C)CC2)c1 | -20.2 | -1.9 | 0.6 | -0.4 | -9.7 | 54.9* | -3.3 | 3.1 | -0.9
CCOC(=O)N1CCN(C(=O)COc2cccc3c2CCN(Cc2ccccc2C)C3=O)CC1 | 0.3 | -11.4 | -0.2 | 7.5 | -4.0 | 0.3 | 5.0 | -5.0 | 0.8
COc1ccc2cc(C(=O)C3CCCN(C(=O)c4cccnc4)C3)ccc2c1 (stereo not drawn) | -10.3 | -11.6 | -0.4 | 9.0 | -7.2 | 0.2 | 14.5 | -17.4 | -25.6
Cc1ccc(C(=O)OCC(=O)NCc2ccco2)s1 | / | -4.8 | -0.8 | 0.7 | 12.0 | / | 2.8 | 3.1 | -7.2
COC(=O)c1cc(Cl)c(NC(=O)c2cc3ccccc3o2)cc1OC | 32.4* | -2.0 | -0.6 | -0.9 | -5.2 | 0.9 | -4.2 | 16.7 | -5.5
COc1cccc(N2C(=O)CSC23C(=O)N(CC(=O)Nc2cc(C)ccc2C)c2ccccc23)c1 (stereo not drawn) | / | 0.8 | 0.2 | 2.0 | / | 0.0 | / | -5.9 | -25.4
O=C(Nc1cccnc1)c1ccc(-c2ccccc2)cc1 | 1.5 | -9.2 | 0.3 | 5.2 | -3.5 | 0.7 | 0.5 | 0.9 | -30.3*
COc1cc2cc(C(c3nnnn3C(C)(C)C)N3CCc4ccccc4C3)c(=O)[nH]c2cc1OC (stereo not drawn) | 19.4 | 2.1 | 0.0 | 2.2 | 0.4 | 0.2 | 15.9 | 0.4 | 7.1
CN1CCc2sc(NC(=O)Cc3ccccc3)c(C(=O)Nc3ccc(Cl)cc3)c2C1 | / | -5.5 | 0.6 | 22.9 | / | / | / | 3.4 | -52.6*
CC(=O)Nc1ccc(NC(=O)CCc2nc3cccnc3n2Cc2cccs2)cc1 | / | 1.3 | -1.6 | 5.5 | / | -1.0 | -8.0 | 4.4 | -9.2
Cc1cc(C)n(-c2nc(NCCCN(C)C)c3c4c(sc3n2)CCCC4)n1 | -7.4 | -8.6 | 3.3 | 10.0 | 5.0 | 1.1 | -37.6 | -2.8 | -24.1
Fc1c(F)c(-n2nnc3ccccc32)c(F)c(F)c1Cl | 2.9 | -6.0 | 1.4 | 3.5 | 4.3 | 1.7 | 9.3 | -11.2 | 3.2
CC(C)CSc1nnc(N)s1 | -17.9 | -3.2 | 0.3 | 2.4 | -11.3 | 1.7 | 8.4 | 1.6 | -0.1
Cc1nc2cc(C(=O)O)ccc2n1-c1ccc(C(C)C)cc1 | / | -4.2 | 0.8 | -0.6 | -4.4 | -0.1 | -23.5 | -3.0 | -0.9
Cn1cc(C(=O)c2ccc(Cl)cc2Cl)cc1C=O | 13.0 | 1.5 | -1.1 | -0.5 | -0.6 | 0.2 | -16.6 | -5.8 | -7.6
CC1CCn2c(nc3cc(C(=O)NCCc4ccc(Cl)cc4)ccc32)C1 (stereo not drawn) | / | -0.2 | -0.6 | -1.4 | -5.4 | / | 2.4 | -6.3 | -4.2
COc1ccc(CCNC(=O)CCc2c(C)nc3c4c(C)cc(C)nc4nn3c2C)cc1OC | / | -2.0 | -1.3 | -0.6 | 9.4 | -0.9 | -6.6 | -1.2 | -5.7
O=S1(=O)c2ccccc2N(Cc2ccc(Cl)cc2)c2ccccc21 | / | -4.2 | -0.5 | 32.2* | 26.5 | 0.2 | -13.8 | 8.0 | 3.5
CC(=O)Nc1ccc(NC(=O)CCSCCc2ccccn2)cc1 | -2.6 | -5.6&-3.0 | 0.2&-0.1 | 3.0&2.6 | -0.6&-11.1 | -0.1&-1.0 | -17.7&-12.4 | -3.2&-3.7 | -17.5&-1.0
CCc1ccccc1N1CN(Cc2cccnc2)CNC1=S | 10.1 | 2.3 | -0.2 | 1.0 | -2.9 | 0.2 | 3.1 | 1.1 | -2.1
COC(=O)c1c(-c2ccccc2)c(-c2ccccc2)nn(C)c1=O | 1.0 | 3.0&-7.7 | -0.3&-0.8 | 4.2&-0.5 | -0.6&-6.8 | 2.5&0.3 | 1.7&-24.0 | 6.9&-0.8 | 4.0&-5.8
CCOC(=O)c1ccc(CNC(=O)CSc2nnc(-c3ccncc3)o2)cc1 | 10.8 | -3.7 | 0.9 | -0.1 | 8.7 | -1.0 | 12.8 | -6.1 | -3.0
CCOC(=O)C1CCCN(C(=O)Cn2cnc3sc(C)c(S(=O)(=O)N4CCOCC4)c3c2=O)C1 (stereo not drawn) | 19.9 | 3.0 | -0.2 | -0.3 | 0.7 | 1.1 | 4.4 | -16.0 | 2.0
CC(C)(C)c1ccc(C(=O)Nc2ccc(C(=O)N3CCOCC3)cc2)cc1 | -1.0 | -8.3 | 0.0 | 12.3 | 7.3 | -1.2 | -75.9* | 1.5 | -12.3
COc1ccc(-c2csc(NC(=O)c3ccccc3F)c2C(=O)O)cc1 | -4.9 | -8.6 | -1.2 | -0.1 | 2.4 | -1.0 | -5.8 | 3.8 | -0.1
CC1CC(C)CN(c2ccc(NS(=O)(=O)c3ccccc3)cc2C(=O)O)C1 (stereo not drawn) | 1.0 | 3.1 | 0.8 | 3.1 | 1.6 | 0.4 | 5.5 | 7.7 | -5.8
COc1ccc(Cl)cc1-c1nc(SCC(=O)NC2CC2)n[nH]1 | -15.3 | -0.1 | 1.0 | 2.2 | -3.1 | 0.1 | -23.6 | 0.4 | 15.3
Cc1ccc(NC(=O)C2CCCN(C(=O)NCc3ccccc3)C2)c(C)c1 (stereo not drawn) | -9.4 | -2.6 | -1.2 | -0.1 | 4.1 | -0.3 | -5.1 | 16.3 | 4.3
O=C(NCCO)c1cccc(Nc2nc(-c3ccccc3)c3cc(Cl)ccc3n2)c1 | -5.4 | 4.0 | -0.1 | 0.4 | 8.0 | -0.2 | -20.2 | 31.4* | -23.7
CCC(C)NC(=O)COc1ccc(OCc2ccccc2)cc1 (stereo not drawn) | -21.8 | -1.6 | -1.7 | 6.9 | -1.0 | 1.2 | 0.9 | 6.2 | -22.2
COc1cc(/C=N/Nc2ncnc3sc4c(c23)CCC4)ccc1O | 4.9 | 12.3 | -0.2 | 0.6 | 14.6 | -1.1 | 2.1 | 0.0 | 2.7
CCOC(=O)C(CC)/C(C)=N\NC(=O)c1cccc(C)c1 (stereo not drawn) | -0.5 | -5.9 | -0.4 | 0.8 | -2.3 | 0.2 | 2.5 | -1.2 | -9.2
CC1(C)CC(=O)c2sc(NS(=O)(=O)c3ccccc3)nc2C1 | -5.8 | 5.0 | 0.4 | -0.8 | 7.9 | 0.5 | 7.5 | 21.5 | -37.5*
COC(=O)c1ccc2nc(-c3ccc(S(C)(=O)=O)cc3)cn2c1 | / | 1.4 | -0.1 | 5.7 | / | / | 11.9 | 1.6 | -1.2
O=C(NNC(=S)NCc1ccco1)c1ccc(S(=O)(=O)N2CCOCC2)cc1 | 5.6 | -1.1 | 0.5 | 1.6 | 12.8 | -0.7 | 3.5 | 0.9 | -10.6

Random excerpt: four compounds from above
SMILES | D2 antag | D1 potentiator | TRHR ag | D1 agonist | D2 potentiator | D2 agonist | RXFP1 antag | TRHR enhancer | D1 antag
Cc1ccc(NC(=O)C2CCCN(C(=O)NCc3ccccc3)C2)c(C)c1 (stereo not drawn) | -9.4 | -2.6 | -1.2 | -0.1 | 4.1 | -0.3 | -5.1 | 16.3 | 4.3
CC(=O)Nc1ccc(NC(=O)CCc2nc3cccnc3n2Cc2cccs2)cc1 | / | 1.3 | -1.6 | 5.5 | / | -1.0 | -8.0 | 4.4 | -9.2
CN1CCc2sc(NC(=O)Cc3ccccc3)c(C(=O)Nc3ccc(Cl)cc3)c2C1 | / | -5.5 | 0.6 | 22.9 | / | / | / | 3.4 | -52.6*
CCOC(=O)c1ccc(CNC(=O)CSc2nnc(-c3ccncc3)o2)cc1 | 10.8 | -3.7 | 0.9 | -0.1 | 8.7 | -1.0 | 12.8 | -6.1 | -3.0

Additional entries follow:
SMILES | D2 antag | D1 potentiator | TRHR ag | D1 agonist | D2 potentiator | D2 agonist | RXFP1 antag | TRHR enhancer | D1 antag
COCCNC(=O)c1ccc(C(=O)NCCOC)s1 | / | -6.7 | -0.2 | -0.1 | / | / | -9.3 | -2.7 | -20.2
CC(C)CC1Nc2ncnc(N3CCN(c4ccccc4)CC3)c2N(Cc2ccccc2)C1=O (stereo not drawn) | 4.2 | -3.2 | 0.7 | 1.1 | -10.6 | 0.8 | / | 3.9 | 1.6
CC(=O)N1CCc2cc(S(=O)(=O)CCC(=O)N3CCN(c4ccccn4)CC3)ccc21 | -9.4 | -7.8 | -0.7 | 0.1 | 6.5 | 0.0 | 0.5 | -5.6 | -5.6
O=C(O)c1cc(-c2ccc(/C=C3\NC(=O)N(c4ccccc4)C3=O)o2)ccc1Cl | 8.7 | 1.4 | 0.1 | 4.0 | -7.8 | 0.7 | -0.8 | -4.7 | 0.9
CSc1nc2c(cc1C#N)CCCCC2 | -4.9 | 1.0 | -0.2 | -0.6 | 5.2 | 0.6 | -5.5 | -6.0 | 3.5
COc1ccc2[nH]c(=O)c(CN(Cc3cccs3)S(=O)(=O)c3cccc4nsnc34)cc2c1 | -8.6 | 1.9 | -0.3 | 3.8 | 8.1 | -0.2 | -3.1 | 3.8 | -16.0
COc1cc(C(=S)N2CCCCC2)ccc1OCC(=O)N1CCCC1 | -3.2 | 1.5 | -1.5 | 2.0 | 15.4 | -1.2 | -6.4 | -3.9 | 31.3
O=C(CSc1nnc(NC(=O)C2CC2)s1)Nc1ccccc1 | -24.6 | 0.1 | -0.2 | -0.5 | -2.9 | -1.1 | 9.2 | -4.0 | 4.0
Cc1cc(C)c(S(=O)(=O)ON2C(=O)c3ccccc3C2=O)cc1C | -11.4 | -1.7 | 0.4 | 3.5 | 0.8 | 0.6 | 4.8 | -3.2 | -9.2
CCOC(=O)c1ccc(NC(=O)CCCn2c(=O)c3cccn3c3ccccc32)cc1 | / | -2.5 | -0.3 | -0.2 | -1.3 | -1.1 | -1.9 | -5.7 | -11.4
CCC(C)NCCOCCOc1ccc(F)cc1 (stereo not drawn) | -1.2 | -5.3 | -0.3 | 3.0 | -18.7 | -0.1 | 3.9 | 1.4 | -0.5
Nc1nn2c(-c3ccccc3)cc(=O)[nH]c2c1N=Nc1ccc(Br)cc1 | -0.6 | -3.6 | 0.1 | 4.6 | 0.9 | -0.2 | 3.0 | -8.9 | -17.5
COc1cccc(CN2CCc3nc(SCC(=O)Nc4ccccc4)[nH]c(=O)c3C2)c1 | / | -0.5 | 0.6 | 1.5 | 4.5 | 1.1 | -5.7 | 1.6 | 3.6
C=CCN1C=C2C(=O)C(C)(OC(=O)CCc3ccccc3)C(=O)C=C2C=C1c1ccc(C#N)cc1 (stereo not drawn) | 10.5 | -1.4 | -0.3 | 1.7 | 11.3 | 0.6 | / | 17.5 | 1.8
COc1ccc(C(C)C)cc1S(=O)(=O)NCCCn1ccnc1 | -4.7 | -3.9 | 0.2 | 1.6 | -2.9 | 1.9 | -63.3* | 2.1 | 6.7
